# UPR CHOP act: apoptotic UPR (CHOP) activation | CHO-CHOP luciferase reporter, luminescence; percent of tunicamycin response over DMSO baseline | activation, % at 10 µM | 330,000 compounds, 0.34% hits;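 active means at 10 µM dose, activation of 40% or more, normalized to positive control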;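 further: 100% = tunicamycin at 10 µg/mL and 0% = DMSO alone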
#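 assay system = CHO CHOP reporter cells | amount = 500 CHO-CHOP cells per well | buffer or medium = F12 with 10% FBS | incubation = 16-18 h cell attachment, then 6 h compound exposure, 37 °C | detection = luminescence read with Steady-Glo | read-out = percent activation relative to tunicamycin control | controls = tunicamycin high control, DMSO low control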
# tim10-1 inh: tim10-1 yeast growth inhibition | S. cerevisiae tim10-1 ts strain growth, BacTiter-Glo, 24 h | inhibition, % at 20 µM | 330,000 compounds, 2.2% hits | AID 463190;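 active means inhibition of at least 40%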;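 further: mutant grown at 25 °C; 0% = DMSO wells with yeast and 100% = wells holding no yeast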
# Jurkat NFkB inh: lowers PMA/ionomycin-induced NF-kB signal in Jurkat cells; inhibition, % at 4 µM; PMA/ionomycin-induced NF-kB luciferase reporter, luminescence; AID 435003; 330,000 compounds, 0.53% hits; in the data active means inhibition above about 50%
# 697 NFkB inh: inhibitors of the PMA/ionomycin-induced NF-kB reporter in 697 B cells. inhibition, % at 4 µM. 697 B-cell NF-kB luciferase reporter, 16 h. 330,000 compounds, 0.33% hits; in the data active means inhibition above about 35%
# Mdm2 MdmX PPI: disrupts the human Mdm2-MdmX interaction | O15151+Q00987 | SaOS-2 split-luciferase Mdm2/MdmX complementation, luminescence | inhibition, % at 8 µM | 330,000 compounds, 3% hits | AID 485346;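 active means inhibition of at least 50% at 8 µM in the primary screen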
# Target sequence (O15151 whole entry, looked up): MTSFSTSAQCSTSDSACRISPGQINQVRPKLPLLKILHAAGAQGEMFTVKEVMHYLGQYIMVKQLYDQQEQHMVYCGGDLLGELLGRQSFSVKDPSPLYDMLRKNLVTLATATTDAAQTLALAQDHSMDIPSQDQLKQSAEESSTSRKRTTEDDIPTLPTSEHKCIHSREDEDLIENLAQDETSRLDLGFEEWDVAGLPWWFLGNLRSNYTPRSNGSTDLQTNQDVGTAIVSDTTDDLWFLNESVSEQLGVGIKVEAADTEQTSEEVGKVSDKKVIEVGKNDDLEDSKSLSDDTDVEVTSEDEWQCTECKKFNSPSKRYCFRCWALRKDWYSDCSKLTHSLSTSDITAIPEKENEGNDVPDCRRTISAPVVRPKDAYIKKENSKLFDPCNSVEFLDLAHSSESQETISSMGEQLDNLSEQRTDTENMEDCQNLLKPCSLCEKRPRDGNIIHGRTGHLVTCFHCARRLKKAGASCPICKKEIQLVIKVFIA
# Target sequence (Q00987 whole entry, looked up): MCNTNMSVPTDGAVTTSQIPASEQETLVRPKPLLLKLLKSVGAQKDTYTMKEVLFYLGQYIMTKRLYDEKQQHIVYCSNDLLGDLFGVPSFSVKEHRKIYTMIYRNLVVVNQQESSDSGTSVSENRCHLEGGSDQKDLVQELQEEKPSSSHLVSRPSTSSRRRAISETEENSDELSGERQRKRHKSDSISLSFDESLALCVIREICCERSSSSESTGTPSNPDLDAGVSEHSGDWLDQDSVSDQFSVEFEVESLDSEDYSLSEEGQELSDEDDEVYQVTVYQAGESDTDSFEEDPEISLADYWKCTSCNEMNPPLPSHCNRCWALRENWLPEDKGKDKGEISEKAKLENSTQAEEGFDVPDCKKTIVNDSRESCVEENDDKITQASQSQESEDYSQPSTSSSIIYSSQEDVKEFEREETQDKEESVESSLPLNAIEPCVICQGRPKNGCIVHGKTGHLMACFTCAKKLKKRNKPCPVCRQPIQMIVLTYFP
# UPR XBP1 act: adaptive UPR (XBP1) activation; 330,000 compounds, 0.33% hits; CHO-XBP1 luciferase reporter, IRE1-XBP1 UPR activation, luminescence; percent of tunicamycin response, DMSO as zero; activation, % at 20 µM;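 active means versus positive control, 20 µM dose yields 30% or more activation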;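 further: 100% = tunicamycin at 10 µg/mL and 0% = DMSO only wells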
#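 Material: CHO cell line with stable XBP1 luciferase reporter; buffer or medium: F12 medium containing 10% fetal bovine serum; compound: single point, 20 µM final compound, 1% DMSO; incubation: 6 h treatment, 37 °C; measured by: glow luminescence from Steady-Glo reagent; evaluation: activation, % of tunicamycin; control set: tunicamycin high, DMSO low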
# tim23-1 inh: tim23-1 yeast growth inhibition; S. cerevisiae tim23-1 growth, BacTiter-Glo luminescence, 24 h; inhibition, % at 20 µM; 330,000 compounds, 1.3% hits;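 active means growth inhibition of the mutant yeast at or above 50%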;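 further: temperature-sensitive mutant grown at 25 °C; plate controls were DMSO-treated mutant yeast for no effect and medium wells lacking yeast for full effect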
# TIM10 inh: growth inhibitors of TIM10 yeast strain; S. cerevisiae TIM10 strain growth, BacTiter-Glo luminescence, 24 h; inhibition, % at 10 µM; 330,000 compounds, 1.4% hits;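 active means inhibition of 40% or more at the single tested concentration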;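 further: wild-type TIM10 isogenic control strain grown at permissive 25 °C; 0% = DMSO yeast wells and 100% = minimal medium wells without yeast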
# Active calls of the source: *.
SMILES,UPR CHOP act,tim10-1 inh,Jurkat NFkB inh,697 NFkB inh,Mdm2 MdmX PPI,UPR XBP1 act,tim23-1 inh,TIM10 inh
COc1ccc(OC)c(NC(=O)c2cc3c(=O)n4ccccc4nc3n2C)c1,-1.6,17,0,14,24,1,12,13
CC(C)c1ccc(NC(=O)CCCN2C(=S)NC(C)(C)CC2C)cc1 (stereo not drawn),-1.1,43*,-31,-16,-7,-3,38,15
c1ccc(-c2nn3c(C4CCCCC4)nnc3s2)nc1,1.3,12,-1,20,15,-1,7,9
COCCCNC(=O)c1cc(C(=O)Cc2ccccc2)c[nH]1,0.4,2,9,17,8,0,7,7
COc1ccc(C(=O)Oc2ccc[nH]c2=O)cc1,1.7,21,-7,7,3,-4,-19,2
O=C(COc1ccccc1C(=O)Nc1ccccc1)NCCc1ccccc1,-0.7,16,4,9,-1,2,21,20
CCCCOC(=O)Nc1ccc(C(=O)OC)cc1,5.3,27,-56,-27,-37,6,18,22
Cc1ccc(N(Cc2ccc(C(=O)Nc3c(C)n(C)n(-c4ccccc4)c3=O)cc2)S(C)(=O)=O)cc1C,0.4,11,-2,10,-5,0,9,6
Cc1c(-n2c(-c3ccccc3Cl)n[nH]c2=S)c(=O)n(-c2ccccc2)n1C,0.6,26,-7,-4,7,-1,-4,-10
COc1ccc(-c2nn(C)c(=O)c3ccccc23)cc1CNC(=O)c1ccco1,1.4,10,4,20,38,-2,11,-7
COc1ccc(C(=O)C2CCCN(Cc3cn(C)nc3-c3ccccc3)C2)cc1F (stereo not drawn),-1.9,-6,0,-10,13,0,-5,-7
CCOc1ccc(S(=O)(=O)N2CCC(C(=O)NCc3ccccn3)CC2)cc1,0.6,-8,27,2,29,-3,9,9
N#Cc1ccc(-c2csc(NNC(=O)c3ccccc3)n2)cc1,1.6,4,-1,17,40,0,9,-6
Cc1noc2ncnc(N3CCCCC3)c12,0.3,20,-2,-13,11,1,-4,3
Cc1csc(N(C(=O)c2ccccc2F)c2ccccc2)n1,-3.5,13,3,-4,23,-2,4,13
CCOC(=O)C1CC(=O)c2cc(OC)c(OC)cc2C1 (stereo not drawn),-2.1,-9,0,5,-26,-1,21,9
COc1cc(C)ccc1OCCCOc1ccccc1Cl,2.6,-3,-115,-117,-136,0,9,2
CCC(Sc1nc2ccc(N)cc2s1)C(=O)Nc1nccs1 (stereo not drawn),-1.3,31,-3,-17,-33,-2,38,16
Fc1ccc(-c2csc3nnc(SCc4cccnc4)n23)cc1,-2.6,4,4,8,20,1,8,1
CC(=O)Nc1ccc(NC(=O)CSc2ccc3nnc(-c4ccccn4)n3n2)cc1,2.6,0,0,-1,10,-7,4,-5
CC1=C(C(=O)Nc2ccc(Cl)cc2)C(c2ccncc2)C(C#N)=C(SCC(N)=O)N1 (stereo not drawn),-1.2,3,8,2,32,-5,11,-1
CCCCNC(=O)Nc1nnc(-c2ccc(Cl)cc2)o1,-0.1,-18,17,17,18,3,-10,-5
Cc1ccc(NC(=O)C2OCCc3ccccc32)cc1C (stereo not drawn),3.3,-1,-40,-45,-15,4,-2,13
O=C(/C=C/c1ccccc1)c1ccccc1,3.9,18,-26,-2,18,10,13,5
O=C(Cn1nc(C(F)(F)F)c2c1CCC2)NCc1ccc(F)cc1,-0.1,33,11,21,24,4,15,32
SMILES,UPR CHOP act,tim10-1 inh,Jurkat NFkB inh,697 NFkB inh,Mdm2 MdmX PPI,UPR XBP1 act,tim23-1 inh,TIM10 inh
Cc1cc[n+](-c2nc([O-])sc2/C=N/Nc2ccc([N+](=O)[O-])cc2)cc1,-1.2,-16,-5,14,11,-4,6,17
Cc1ccc(NC(=O)CSc2nc(=O)n(Cc3ccncc3)c3c2CCC3)c(C)c1,0.1,4,-10,-6,6,-1,0,2
COc1ccc(OC)c(Nc2nc(N)nc(CSc3nnc(N)s3)n2)c1,-2.1,1,10,21,-5,-2,5,3
Cc1ccc(NC(=O)C2CCN(C(=O)c3ccc(F)cc3)CC2)nc1,1.1,0,-1,-13,-1,-2,-9,6
CCOC(=O)C1C2C=CC3(CN(c4cccc(Cl)c4)C(=O)C13)O2 (stereo not drawn),-0.4,4,20,9,15,-1,1,4
Cc1ccc(-c2csc(N3CCN(c4cc5c(cc4Cl)nc(-c4ccncc4)n5CCOCCO)CC3)n2)cc1,9.5,28,15,-29,34,0,45,5
CC(C)COC(=O)n1c(SCC(=O)N(C)C)nc2ccccc21,2.9,17,1,-48,-1,-1,17,22
NC(=O)c1nsc(C(=O)N(c2ccccc2)C(C(=O)NCC2CCCO2)c2ccc(F)cc2)c1N (stereo not drawn),0.5,-1,8,24,-8,-7,7,11
COc1ccc(OC(C)C(=O)Nc2ccccc2C(F)(F)F)cc1 (stereo not drawn),1.3,-2,13,8,-3,1,-2,-1
Cc1ccc(NC(=O)C(C)OC(=O)c2ccc(Cl)nc2)cc1S(=O)(=O)N1CCOCC1 (stereo not drawn),-1.3,0,9,8,4,-4,-3,-5
COc1ccc(CCNC(=O)c2cccn2C)cc1,0.3,-10,-68,-83,-62,-1,9,6
CCCCN(c1ccccc1)S(=O)(=O)c1cccc2cccnc12,-0.6,27,3,9,6,-3,33,24
COc1ccc(C(=O)N2CCN(C(C)=O)CC2)cc1S(=O)(=O)NCc1ccc(Cl)cc1,-0.6,6,1,11,16,-3,16,1
CCOC(=O)N1CCN(C(=O)CN(C)S(=O)(=O)c2ccc(F)cc2)CC1,-0.6,-10,14,10,25,6,6,11
CCC(CO)Oc1cc(NCc2ccccc2)c2ncn(C3CCCC3)c2c1 (stereo not drawn),-2.7,2,15,-16,7,-2,26,2
COc1ccccc1CC(=O)Nc1ccc(S(=O)(=O)N2CC(C)CC(C)C2)cc1 (stereo not drawn),-1.2,12,-7,2,10,2,16,2
Cc1cccc(C)c1NC(=O)CN(C)C(=O)Cn1c(=O)cnc2ccccc21,2.4,-10,4,7,2,1,-11,-1
O=C(c1cnc2sccn2c1=O)N(Cc1ccccc1)c1ccccn1,-0.5,-14,-13,-18,-18,-2,-5,-3
COc1ccc(NC(=O)Nc2c(O)ccc3ccccc23)cc1,-0.2,-66,-13,-33,30,-1,-11,-36
Cn1c(SCc2nnc(-c3ccc(F)cc3)o2)nnc1C1COc2ccccc2O1 (stereo not drawn),2.7,9,-5,-2,17,-1,7,16
CCOC(=O)c1c(C)[nH]c(C(=O)C(C)OC(=O)c2cnc(C)cn2)c1C (stereo not drawn),-1.2,20,6,6,-5,0,20,7
Fc1ccc(NC(=S)Nc2ccccc2OC(F)F)cc1Cl,-2.9,39,-3,-8,3,-1,22,3
Cn1c(-c2ccccc2)cccc1=O,-1.1,1,18,20,8,-1,4,-8
Cc1c(C(=O)N(C)c2cccc(Cl)c2)cnn1-c1ccccc1,3.0,1,-105,-76,-15,4,22,-8
CCOc1ccc(N(CC(=O)NCc2ccccc2)S(=O)(=O)c2ccc(C)cc2)cc1,1.5,19,14,7,14,3,12,9

# A draw from above in order of number of heavy atoms, ascending:
SMILES,UPR CHOP act,tim10-1 inh,Jurkat NFkB inh,697 NFkB inh,Mdm2 MdmX PPI,UPR XBP1 act,tim23-1 inh,TIM10 inh
COc1ccc(OC(C)C(=O)Nc2ccccc2C(F)(F)F)cc1 (stereo not drawn),1.3,-2,13,8,-3,1,-2,-1
Cc1ccc(NC(=O)C2CCN(C(=O)c3ccc(F)cc3)CC2)nc1,1.1,0,-1,-13,-1,-2,-9,6
NC(=O)c1nsc(C(=O)N(c2ccccc2)C(C(=O)NCC2CCCO2)c2ccc(F)cc2)c1N (stereo not drawn),0.5,-1,8,24,-8,-7,7,11

# Continued:
SMILES,UPR CHOP act,tim10-1 inh,Jurkat NFkB inh,697 NFkB inh,Mdm2 MdmX PPI,UPR XBP1 act,tim23-1 inh,TIM10 inh
COc1ccc(C(=O)NCCc2cn3ccc(C)cc3n2)cc1,-1.2,-3,6,-14,-23,1,6,2
COC(=O)c1cccc(N(C(=O)CNC(=O)c2ccco2)C(C(=O)NC2CCCC2)c2ccco2)c1 (stereo not drawn),-0.9,2,-3,24,2,-3,13,7
COc1ccc(NC(=O)CSc2nnc(C3CCCCC3)n2N)cc1,-0.1,0,7,9,18,-3,7,13
O=C(Cc1ccccc1[N+](=O)[O-])NC1CC2CCC1C2 (stereo not drawn),1.4,9,-6,5,8,-2,16,-5
COCCNC(=O)Nc1ccc2c(c1)N(C)C(=O)c1ccccc1S2,1.2,12,-5,12,16,-2,11,-11
O=C(Cc1ccccc1)NCC(=O)OCc1cccc([N+](=O)[O-])c1,2.1,10,-1,11,1,-3,14,-2
CCOC(=O)c1cnc2ccc(Cl)cc2c1NCCN(C)C,-4.7,31,-2,-1,14,1,5,-16
COc1cc(OC)c2c(-c3ccccc3)cc(=O)oc2c1C(CCN1CCN(c2ccccc2)CC1)c1ccc(N(C)C)cc1 (stereo not drawn),1.5,8,-10,4,15,4,-12,-15
CC(CN1CCCCC1)OC(=O)c1ccc2c(c1)OCCO2 (stereo not drawn),5.1,3,-18,-18,-4,-3,19,-8
O=C(O)Cn1nc(-c2ccc(F)cc2)oc1=O,-1.1,13,4,0,10,29,3,0
CC(C)c1ccc(N(CC(=O)N/N=C/c2ccc(OC3CSC3)cc2)S(=O)(=O)c2ccccc2)cc1,2.8,4,0,7,26,-1,-21,-7
CC(=O)c1ccc(NC(=O)C(C)N(C)CC(=O)Nc2cccc(F)c2)cc1 (stereo not drawn),0.0,5,-9,9,-1,-1,-10,-12
CCCCCCSc1ccc([C@@H]2[C@@H]3C(=O)N(CC)C(=O)[C@@H]3[C@]3(C(=O)OC)CCCCN23)cc1OC,1.8,21,10,2,54*,4,28,17
COC(=O)c1c(NC(=O)Cc2ccccc2)sc2c1CCN(C(C)C)C2,0.0,7,-26,-19,-6,0,9,2
Cc1ccc(C(=O)COc2cc(C)nc3nncn23)cc1,0.7,-16,3,3,6,2,6,0
CCNC(=O)c1ccc(N(C)S(=O)(=O)c2cccs2)cc1,0.4,1,0,-2,-2,0,6,-16
CC(C)[C@H](NC(=O)c1ccccc1)C(=O)OCC(=O)Nc1ccc2c(c1)OCCO2,-0.3,-2,7,15,12,-2,-5,11
CN1CCN(C(c2ccc(F)cc2)c2nnnn2Cc2cccs2)CC1 (stereo not drawn),-0.3,-7,-33,-4,-17,7,11,18
Cc1nc2ccccc2n1C(=O)c1cc(-c2ccc(Br)cc2)nc2ccccc12,2.1,21,8,-30,0,-1,31,10
C/C(=C\c1ccccc1)C(=O)Nc1ccc(S(=O)(=O)Nc2ncccn2)cc1,0.2,7,-4,6,11,2,21,0
CC(=O)OCC(=O)Nc1c(C)cccc1C,0.6,-14,6,2,-3,3,-3,-13
CNNC(=S)Nc1cccc(SC)c1,1.3,8,-3,-9,3,2,8,-8
COc1ncc(-c2ccc3c(c2)S(=O)(=O)c2cccc(C(=O)NCc4ccco4)c2C3=O)cn1,4.9,-9,37,-7,53*,15,-24,-17
COc1ccc(-c2cc(-c3nnc(COC(=O)CC4CC5CCC4C5)o3)c3ccccc3n2)cc1OC (stereo not drawn),-0.3,-1,6,15,0,-3,5,9
O=CN1CCCN(Cc2nc(Cc3ccccc3F)no2)CC1,2.3,6,-7,7,1,1,-1,2

# 3 of the entries above in order of their number in UPR XBP1 act, falling.
compound | Jurkat NFkB inh | 697 NFkB inh | Mdm2 MdmX PPI | UPR XBP1 act
CCCCCCSc1ccc([C@@H]2[C@@H]3C(=O)N(CC)C(=O)[C@@H]3[C@]3(C(=O)OC)CCCCN23)cc1OC | 10 | 2 | 54* | 4
CNNC(=S)Nc1cccc(SC)c1 | -3 | -9 | 3 | 2
CC(=O)c1ccc(NC(=O)C(C)N(C)CC(=O)Nc2cccc(F)c2)cc1 (stereo not drawn) | -9 | 9 | -1 | -1

# From PubChem BioAssay
